Assay outcomes from PubChem.
TAAR1 antagonist – human TAAR1 antagonists, primary screen, Fluo-8 calcium fluorescence, CHO RD-HGA16 cells. Trace amine-associated receptor 1 (Homo sapiens), Q96RJ0. 360,000 compounds, 1.5% hits. antagonist. inhibition, % at 3 µM;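 active = inhibition above a per-plate cutoff, the mean inhibition of test compounds on that plate plus 3 SD, cut at about 49% in these data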;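 note: 0% = DMSO plus EC80 beta-PEA response and 100% = DMSO alone without agonist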
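Test system – hTAAR1-expressing CHO RD-HGA16 cells, Gα16-coupled · Also added – β-PEA at EC80 concentration, post-compound challenge · Compound – 3 µM, single point · Incubation – dye loading 75 min at 37 °C, then 30 min room temperature · Measured by – Fluo-8 intracellular calcium dye fluorescence, real-time kinetic reads · Benchmarks – vehicle and agonist controls · Replicates – singlicate, one well per test compound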
OXTR potentiator – human OXTR potentiators, primary screen, fluorescence, CHO-OTR cells, Fluo-8 calcium; Oxytocin receptor (Homo sapiens), P30559; Fluo-8 calcium fluorescence, potentiator mode; 0% = oxytocin EC15, 100% = EC100; activation, % at 3 µM; 320,000 compounds, 0.061% hits; AID 2445, 2010;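 active = activation above that plate's cutoff, the mean activation of tested compounds plus 3 SD, cut at about 6.6% in these data, passing the limit was not always enough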;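 note: 100% uses oxytocin at 75 nM as the full agonist control; some results filed as inactive read as strong as hits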
Target sequence (P30559 whole entry, looked up): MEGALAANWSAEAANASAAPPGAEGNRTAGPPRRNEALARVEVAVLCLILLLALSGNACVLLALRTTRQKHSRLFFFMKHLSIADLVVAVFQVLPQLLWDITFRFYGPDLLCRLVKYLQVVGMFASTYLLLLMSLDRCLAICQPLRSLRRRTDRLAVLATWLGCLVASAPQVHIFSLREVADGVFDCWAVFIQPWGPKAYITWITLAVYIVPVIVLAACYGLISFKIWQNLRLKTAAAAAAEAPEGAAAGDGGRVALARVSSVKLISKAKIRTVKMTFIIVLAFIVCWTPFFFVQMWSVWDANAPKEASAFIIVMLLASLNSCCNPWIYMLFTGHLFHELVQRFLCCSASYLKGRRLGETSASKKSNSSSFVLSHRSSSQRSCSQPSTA
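Assay system: CHO cell line stably expressing human OTR. Reagent: EC15 oxytocin agonist. Dosing: single dose, 3.0 µM nominal final compound concentration. Timing: compound 6 min at room temperature before oxytocin, 100 s read. Signal: kinetic Fluo-8 calcium fluorescence. Controls: oxytocin EC15 low and EC100 high.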
M1 ag parental – counter-screen for M1 agonists: effect in parental CHO-K1 cells. Fluo-8 calcium fluorescence; scaled to maximal ATP response, vehicle zero. AID 602248, 2012. activation, % at 3 µM. 360,000 compounds, 0.48% hits; in the data active = activation above about 15%;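 note: untransfected CHO-K1 host cells lacking M1 receptor as counterscreen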
V1aR counter – agonists of human V1a receptor, primary screen, counter-screen for OXTR agonist project, fluorescence, CHO-V1R cells; Vasopressin V1a receptor (Homo sapiens), P37288; Fluo-8 calcium fluorescence, agonist mode; 0% DMSO, 100% 3 nM vasopressin; activation, % at 3 µM; 320,000 compounds, 0.25% hits;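 active = activation above the mean activation of all tested compounds plus 3 SD, per screening run, cut at about 20% in these data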;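 note: signal is peak over basal fluorescence ratio across a 100 second FLIPR read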
Target sequence (P37288 whole entry, looked up): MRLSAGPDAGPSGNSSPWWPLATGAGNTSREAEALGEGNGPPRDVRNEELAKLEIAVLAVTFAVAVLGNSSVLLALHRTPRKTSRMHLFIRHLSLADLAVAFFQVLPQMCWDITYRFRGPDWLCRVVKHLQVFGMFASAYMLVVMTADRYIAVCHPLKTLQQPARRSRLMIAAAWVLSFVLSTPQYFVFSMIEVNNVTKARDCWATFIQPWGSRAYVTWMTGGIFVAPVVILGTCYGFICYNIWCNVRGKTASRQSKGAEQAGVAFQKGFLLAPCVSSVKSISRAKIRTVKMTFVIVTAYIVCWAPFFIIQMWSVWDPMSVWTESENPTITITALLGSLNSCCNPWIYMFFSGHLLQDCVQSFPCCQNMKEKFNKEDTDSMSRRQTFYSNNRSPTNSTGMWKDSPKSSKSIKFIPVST
CHRM1 agonist – human M1 muscarinic receptor agonists, primary screen, Fluo-8 calcium fluorescence, CHO-K1 cells, HTS. Muscarinic acetylcholine receptor M1 (Homo sapiens), P11229. CHO-K1 hM1, agonist mode; 0% DMSO, 100% acetylcholine EC100. activation, % at 3 µM. 360,000 compounds, 0.33% hits. AID 588814, 2011;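 active = activation above the run's mean compound activation plus 3 SD, cut at about 16% in these data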;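 note: peak over basal fluorescence ratio within a 140 s kinetic read after compound addition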
CHO parental Ca – ATP-evoked calcium signal inhibitors, parental CHO, primary screen, counter-screen for OX1R antagonist project, cell-based, fluorescence, Fluo-8 calcium dye | parental CHO-K1, ATP-induced calcium, Fluo-8 fluorescence | inhibition, % at 5.6 µM | 330,000 compounds, 0.63% hits | AID 463079, 2010;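 active = inhibition above that plate's mean sample inhibition plus 3 SD, cut at about 26% in these data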;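 note: 0% = ATP-challenged DMSO wells and 100% = DMSO wells without ATP; some compounds past the cut are filed as inactive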
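test system = CHO parental line | reagent = ATP stimulus | measured by = intracellular calcium via Fluo-8 no-wash fluorescent dye | control set = ATP and no-ATP DMSO wells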
TAAR1 agonist – human TAAR1 agonists, primary screen, Fluo-8 calcium fluorescence, CHO RD-HGA16 cells; vehicle wells 0%, saturating PEA agonist 100%; activation, % at 3 µM; 360,000 compounds, 0.99% hits;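 active = activation above the mean activation of all test compounds in the run plus 3 SD, cut at about 38% in these data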
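Signal – calcium-sensitive Fluo-8 signal, excitation 470-495, emission 515-575 nm · System – RD-HGA16 (CHO) cells co-expressing Gα16 and hTAAR1 · Incubation – 17-24 h seeding, 75 min 37 °C dye, 30 min RT · Compound dosing – 3 µM single concentration · Repeats – no replicates (n 1)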
CHO-K1 Ca PAM – nonselective calcium activators in parental CHO-K1 cells, primary screen, counter-screen for M1 PAM project, cell-based, Fluo-8 calcium fluorescence, full deck, 1536-well; AID 602247, 2012; activation, % at 3 µM; 360,000 compounds, 0.02% hits; ATP EC20; 0% at ATP EC20, 100% at ATP max;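 active = activation above the run cutoff, the mean activation of all test compounds plus 3 SD, cut at about 40% in these data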;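 note: peak over basal fluorescence ratio in a 140 s read after ATP addition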
CHO-K1 Ca antag – counter-screen for M1 antagonists: effect in parental CHO-K1 cells; inhibition, % at 3 µM; AID 602250; ATP-induced calcium, Fluo-8 fluorescence; 360,000 compounds, 0.6% hits;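 active = inhibition above a per-plate cutoff, the plate's mean sample inhibition plus 3 SD, cut at about 24% in these data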;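 note: 0% = DMSO plus EC80 ATP and 100% = DMSO alone without ATP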
* = called active by the depositor; . = no result given.

SMILES	TAAR1 antagonist	OXTR potentiator	M1 ag parental	V1aR counter	CHRM1 agonist	CHO parental Ca	TAAR1 agonist	CHO-K1 Ca PAM	CHO-K1 Ca antag
COC(=O)CCC(=O)NC(=S)Nc1ccc(S(=O)(=O)Nc2cc(C)on2)cc1	-4	.	2.5	.	0	.	0	5	-1
Cc1cc(NC(=O)c2ccccc2)ccc1NC(=O)c1ccccc1Cl	6	-8	2.4	-0.8	-4	-5	5	12	-6
O=C(Nn1c(Cc2cccs2)nc2ccccc2c1=O)c1cccs1	17	-8	0.4	0.2	-3	-5	2	-5	-4
O=c1[nH]c(C2CCN(S(=O)(=O)c3ccc(F)cc3)CC2)nc2c1nnn2Cc1ccc2c(c1)OCCO2	-45	-9	-0.5	1.3	-5	6	-1	0	-2
Cc1cc(NC(=O)CSc2nnc(-c3ccncc3)n2Cc2ccccc2)n(-c2ccccc2)n1	-39	-2	1.0	0.5	-4	-20	-1	20	-2
O=C(COc1ccc2c(C(F)(F)F)cc(=O)oc2c1)Nc1ccc(N2CCOCC2)cc1	-4	0	0.4	0.4	-4	-9	8	11	-9
O=C(Nc1ccc(F)cc1)Nc1ccc(Cl)cn1	9	-2	0.6	-0.8	-2	1	1	-3	-13
C[C@H]1Cn2cnc(C(=O)NCC(=O)OC(C)(C)C)c2C(=O)N1	0	.	-0.1	.	-2	.	1	16	-8
COc1cc(/C=N/NC(N)=O)ccc1OC(=O)c1cccs1	4	-15	0.0	-0.5	-3	-7	1	-8	-4
O=C(NCCCn1ccnc1)/C(=C\c1cccnc1)NC(=O)c1ccccc1F	-13	-6	-0.1	0.0	-10	-6	14	-6	0
CCc1nc2ccc(C(=O)N3CCN(S(=O)(=O)CC)CC3)cn2c1N(CCC(C)C)CCN(C)C	-18	.	0.4	.	-5	.	1	19	-2
COC(=O)[C@]1(CC(C)C)N[C@H](c2ccc(SC3CCCCC3)cc2)[C@@H]2C(=O)N(C)C(=O)[C@@H]21	15	2	-0.1	-0.2	3	-16	-1	16	-14
CCCn1c(C)cc(/C=C(\C#N)C(=O)OCC(=O)Nc2cc(OC)c(OC)c(OC)c2)c1C	-13	-6	0.8	-0.7	-8	-25	-4	18	-3
Cc1c(C(=O)O)oc2ccc(S(=O)(=O)N(CC(C)C)CC(C)C)cc12	-16	-9	0.3	0.8	-7	0	2	13	2
CCOc1cc(/C=C2/C(=N)N3C(=NC2=O)SN=C3S(C)(=O)=O)ccc1OC(=O)c1ccco1	.	-4	0.6	0.8	2	-16	.	18	-10
COc1ccc(NC(=O)CNC(=O)C2CCCCC2)cc1OC	-4	-3	-0.1	0.6	3	-7	6	3	-9
O=C(C1=C[C@H](c2ccc3c(c2)OCO3)C[C@H](OCc2ccc(CO)cc2)O1)N1CCN(Cc2ccc3c(c2)OCO3)CC1	25	-13	-0.5	0.4	-7	-16	5	-13	-11
O=C(CCc1nnc(CCCCc2ccccc2)o1)NCCCc1cccnc1	-1	1	2.7	0.7	-4	-16	10	20	-15
CC(=O)Cc1ccccc1OC(=O)c1ccco1	-12	0	-0.1	0.5	-3	-2	-1	3	7
Cc1ccc(S(=O)(=O)NC(C(=O)O)c2ccccc2)cc1 (configuration not stated)	-14	-8	0.8	0.3	-9	-8	10	10	-4
COc1cc(C(=O)NCC(=O)N2CCN(S(=O)(=O)c3cc(C)ccc3C)CC2)cc(OC)c1OC	-15	-1	1.0	-0.6	-1	-24	-2	-2	-3
c1cncc(-c2ccnc3ncnn23)c1	10	0	0.4	-0.1	-1	3	7	6	2
COc1ccccc1-c1ccc(/C=C2\C=CC(=O)O2)o1	3	-20	28*	44*	27*	17	28	-4	17
COCCCNC(=O)c1cc2cc3cc(OC)ccc3nc2o1	-4	-14	1.9	0.7	-6	-9	2	9	-8
O=C(NCC(c1ccco1)N1CCc2ccccc2C1)C(=O)Nc1ccccc1 (configuration not stated)	-4	-10	0.7	-0.7	-3	-8	26	-16	-14
CC(NC(=O)c1ccccc1)C(=O)OCC(=O)c1ccc(Br)cc1 (configuration not stated)	-38	-4	1.3	0.6	-6	-4	11	17	-10
Cc1cc(OCC(=O)OCC(=O)Nc2cccnc2Cl)ccc1Cl	-11	.	4.6	.	0	.	9	-2	-2
O=C(NCCCN1CCOCC1)c1ccc2c(c1)N(Cc1c(F)cccc1Cl)C(=O)c1ccccc1S2	12	-6	6.5	5.7	-2	-19	23	15	-8
COC(=O)C1=C(C)NC(=O)C1(NC(=O)c1ccncc1)C(F)(F)F (configuration not stated)	-6	-7	1.0	-0.3	-8	-2	2	13	-15
Cn1c(=O)c2c(-c3ccccc3)n(-c3ccccc3Br)cc2n(C)c1=O	53*	.	5.0	.	-5	.	7	-10	5
C=CCNC(=S)NCc1cccnc1	-9	5	0.9	1.0	-5	-8	4	16	-9
CCn1c(-c2ccc[nH]c2=O)nc2ccccc21	-13	-7	0.9	0.6	1	4	0	0	-10
O=C(CCCc1ccccc1)Nc1ccnn1C1CCN(Cc2ccccn2)CC1	-21	-11	0.7	-0.6	-4	-1	1	-9	-7
COc1ccc2c(c1OC)C(=O)N1N=C(c3ccc(Cl)cc3)CC21 (configuration not stated)	-3	-9	2.1	3.9	-7	-12	1	21	-1
COc1ccc(N=C2C(=Nc3ccc(OC)cc3)N(c3ccc(OC)cc3)C(=S)N2C(=O)c2ccc(OC)cc2)cc1	-16	-13	0.5	0.3	-3	-17	3	18	-7
Cc1ccc(NC(=O)COC(=O)CNC(=O)c2ccc3ccccc3c2)c([N+](=O)[O-])c1	8	-1	2.5	3.9	-7	-11	2	11	-8
COc1ccc(C)cc1N(CC(=O)N/N=C/c1ccc2c(c1)OCO2)S(C)(=O)=O	-20	-7	7.6	0.3	-3	-9	5	7	-14
COc1cc(C(=O)N2c3ccccc3CCC2C)cc(OC)c1OC (configuration not stated)	-3	-7	1.1	-0.8	-2	-14	6	11	0
CC(C)CC(O)(CC(C)C)C(=O)NNc1ccccc1	2	-8	-0.4	1.2	-2	4	5	8	-1
Cc1oc(-c2ccc(Cl)cc2)nc1CS(=O)CC(=O)NCCCN1CC(C)CC(C)C1 (configuration not stated)	-15	-3	-0.5	0.2	-6	-3	4	-10	7
C#CCOCCOCCOCCNc1nc(N2CCN(C(=O)CCCCCCCCCCNC(=O)Cn3cc(C[C@@H](C)O)nn3)CC2)nc(N2CCN(C(=O)CCCCCCCCCCNC(=O)Cn3cc(C[C@@H](C)O)nn3)CC2)n1	46	-4	1.1	2.3	1	-14	3	5	-16
Cc1ccc([N+](=O)[O-])cc1N=Nc1c(C)[nH]n(C(N)=S)c1=O	-14	-20	1.6	0.7	0	-4	3	6	-14
CCCn1nnc(NC(=O)C(C)Oc2ccc(Cl)cc2Cl)n1 (configuration not stated)	-13	-14	0.6	0.4	-4	-24	0	17	-7
O=C(CSc1nc2ccccc2o1)N1c2ccccc2Sc2ccc(Cl)cc21	6	-8	0.3	1.4	-5	-24	0	16	-6
Cc1cccc(C(=O)OCC(=O)N2CCN(C(=O)c3ccco3)CC2)c1O	-7	-5	0.1	0.3	0	-10	2	11	-14
NC(=O)CSc1nc2scc(-c3ccco3)c2c(=O)n1-c1ccccc1	28	-8	1.5	2.1	-2	-10	21	11	-5
Cc1cccc(NC(=O)CCNS(=O)(=O)c2cccc3nsnc23)c1C	-20	-8	0.9	-0.6	-2	-1	3	-2	-9
COC(=O)N/N=C/c1cn(CCOc2cccc(OC)c2)c2ccccc12	47	-20	7.7	5.3	-2	6	14	0	-3
COc1ccc(Nc2nc(Cl)nc(NCc3ccco3)n2)c(OC)c1	9	-1	-0.6	-1.6	-7	-37	9	20	-9
CCN1CCN(CCC(=O)Nc2ccc(C)cc2)CC1	-6	.	-0.1	.	-3	.	1	4	-11
CCOC(=O)[C@@H]1[C@H]2COc3ccccc3[C@@H]2N2C(=O)N(c3ccc(F)cc3)C(=O)[C@]12C	5	6	-0.2	-1.7	0	-20	2	19	-14

Random excerpt: 6 entries already listed, in no set order.
SMILES	TAAR1 antagonist	OXTR potentiator	M1 ag parental	V1aR counter	CHRM1 agonist	CHO parental Ca	TAAR1 agonist	CHO-K1 Ca PAM	CHO-K1 Ca antag
Cc1cc(OCC(=O)OCC(=O)Nc2cccnc2Cl)ccc1Cl	-11	.	4.6	.	0	.	9	-2	-2
COc1ccccc1-c1ccc(/C=C2\C=CC(=O)O2)o1	3	-20	28*	44*	27*	17	28	-4	17
C=CCNC(=S)NCc1cccnc1	-9	5	0.9	1.0	-5	-8	4	16	-9
COc1cc(/C=N/NC(N)=O)ccc1OC(=O)c1cccs1	4	-15	0.0	-0.5	-3	-7	1	-8	-4
CC(=O)Cc1ccccc1OC(=O)c1ccco1	-12	0	-0.1	0.5	-3	-2	-1	3	7
CCc1nc2ccc(C(=O)N3CCN(S(=O)(=O)CC)CC3)cn2c1N(CCC(C)C)CCN(C)C	-18	.	0.4	.	-5	.	1	19	-2

Single records, from the list above:
`COc1ccc(Nc2nc(Cl)nc(NCc3ccco3)n2)c(OC)c1` is entered as TAAR1 antagonist = 9; OXTR potentiator = -1; M1 ag parental = -0.6; V1aR counter = -1.6; CHRM1 agonist = -7; CHO parental Ca = -37; TAAR1 agonist = 9; CHO-K1 Ca PAM = 20; CHO-K1 Ca antag = -9
`COc1ccc2c(c1OC)C(=O)N1N=C(c3ccc(Cl)cc3)CC21` (configuration not stated) is entered as TAAR1 antagonist = -3; OXTR potentiator = -9; M1 ag parental = 2.1; V1aR counter = 3.9; CHRM1 agonist = -7; CHO parental Ca = -12; TAAR1 agonist = 1; CHO-K1 Ca PAM = 21; CHO-K1 Ca antag = -1
